# PfHsp40 yeast: rescue of yeast from PfHsp40 toxicity, primary screen, S. cerevisiae, ATP luminescence. growth rescue, % at 12.5 µM. AID 504582, 2011. S. cerevisiae expressing PfHsp40, growth rescue. 340,000 compounds, 0.68% hits; in the data active means growth rescue above about 28%, passing the limit was not always enough;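 further: yeast W303a lacking pdr1 and pdr3 grown in galactose medium; growth measured after three days at 30 °C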
# Yp Topo-I inh: Yersinia pestis topoisomerase I inhibitors, primary screen, biochemical, cleavage product accumulation, plate reader, single point; 360,000 compounds, 0.064% hits; DNA topoisomerase I (Yersinia pestis CO92); activity, % at 10 µM; AID 504884, 2011; Y. pestis Topo-I cleavage product accumulation; in the data active means activity above about 50%, passing the limit was not always enough; further: inactives centre near 2
# TcdB GH inh: TcdB glycohydrolase inhibitors, primary screen, biochemical, single point, plate reader; Toxin B (Clostridioides difficile), P18177; TcdB glycohydrolase enzymatic assay; inhibition, % at 9.99 µM; 350,000 compounds, 0.24% hits; in the data active means inhibition above about 10%
# PriA SSB inh: inhibitors of Klebsiella pneumoniae PriA binding to SSB C-terminal tail, primary screen, biochemical, AlphaScreen; inhibition, % at 33 µM; 430,000 compounds, 0.6% hits; AlphaScreen SSBct-PriA binding, biotinylated peptide; PriA–SSB C-terminal tail interaction (Klebsiella pneumoniae); in the data active means inhibition mostly above about 37%, no sharp cut-off; inactive means mostly below about 20%;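 further: plate controls were negative control peptide for no effect and reference peptide for full effect; strong numbers were not always called active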
# BoNT A protease: BoNT/A light chain protease inhibitors, primary screen, biochemical, flow cytometry, MLPCN library; Botulinum neurotoxin type A light chain protease (Clostridium botulinum A str. ATCC 3502); multiplex microsphere protease substrate cleavage; inhibition, % at 10 µM; 360,000 compounds, 0.17% hits; AID 588499, 2011; further: plate controls were buffer without enzyme for full effect and enzyme alone for no effect
# CCHF vOTU inh: CCHFV vOTU protease inhibitors, primary screen, biochemical, Pep-AMC substrate, fluorescence | Crimean-Congo hemorrhagic fever virus L polyprotein viral ovarian tumor (vOTU) protease … | inhibition, % at 11.5 µM | 370,000 compounds, 0.55% hits; in the data active means inhibition above about 30%; further: 0% = vehicle wells with enzyme and 100% = no enzyme wells
# BH1578 lux ind: inducers of Vibrio cholerae quorum light production without autoinducers, primary screen, BH1578 luxS cqsA deficient, single point; V. cholerae BH1578 lux reporter, luminescence, 6 h; activation, % at 18.7 µM; 350,000 compounds, 0.16% hits; AID 588436, 2011; in the data active means activation mostly above about 9.7%, no sharp cut-off; further: not every result past the cut was called active; inactives centre near 0; reference of the scale not given here
# Anthrax LF inh2: Bacillus anthracis LF protease inhibitors, primary screen, biochemical, multiplex microsphere, MLPCN library; multiplex microsphere protease cleavage assay; inhibition, % at 10 µM; 360,000 compounds, 0.12% hits; AID 588501, 2011; further: plate controls were buffer without enzyme for full effect and enzyme alone for no effect
# Target sequence (P15917 whole entry, looked up): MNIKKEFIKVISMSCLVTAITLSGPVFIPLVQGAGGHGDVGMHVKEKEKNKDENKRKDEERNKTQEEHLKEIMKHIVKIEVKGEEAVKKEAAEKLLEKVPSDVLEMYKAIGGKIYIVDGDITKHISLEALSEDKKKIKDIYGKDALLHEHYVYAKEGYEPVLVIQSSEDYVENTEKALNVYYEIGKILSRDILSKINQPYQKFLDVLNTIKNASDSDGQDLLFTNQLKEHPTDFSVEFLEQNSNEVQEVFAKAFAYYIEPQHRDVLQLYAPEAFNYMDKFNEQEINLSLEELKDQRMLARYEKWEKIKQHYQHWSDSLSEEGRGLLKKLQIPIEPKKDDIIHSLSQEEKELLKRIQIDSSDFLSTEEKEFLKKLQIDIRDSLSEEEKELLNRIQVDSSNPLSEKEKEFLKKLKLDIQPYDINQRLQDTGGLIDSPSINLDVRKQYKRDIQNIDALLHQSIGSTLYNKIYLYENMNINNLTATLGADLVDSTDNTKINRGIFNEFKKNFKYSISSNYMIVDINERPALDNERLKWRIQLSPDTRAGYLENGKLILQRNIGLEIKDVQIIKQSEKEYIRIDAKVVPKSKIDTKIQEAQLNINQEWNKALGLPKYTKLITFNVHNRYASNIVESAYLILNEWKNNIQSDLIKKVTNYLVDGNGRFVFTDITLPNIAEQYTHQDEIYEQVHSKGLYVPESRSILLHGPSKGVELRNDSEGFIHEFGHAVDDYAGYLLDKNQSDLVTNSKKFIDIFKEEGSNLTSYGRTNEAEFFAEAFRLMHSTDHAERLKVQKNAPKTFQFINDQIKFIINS
# 3CLpro inhibitor: SARS-CoV 3CLpro protease inhibitors, primary screen, biochemical, quenched FRET | Replicase polyprotein 1ab (Severe acute respiratory syndrome coronavirus), P0C6X7 | recombinant SARS-CoV 3CLpro, quenched FRET peptide cleavage | inhibition, % at 6 µM | 290,000 compounds, 0.14% hits | AID 1706, 2009; in the data active means inhibition above about 12%
# VHR inh abs: VHR1 phosphatase inhibitors, primary screen, biochemical, absorbance, uHTS. Dual specificity protein phosphatase 3 (Homo sapiens), P51452. 290,000 compounds, 0.52% hits. AID 1654, 2009. inhibition, % at 13.3 µM. recombinant VHR phosphatase, pNPP absorbance; in the data active means inhibition above about 50%; further: some compounds called inactive have numbers as strong as hits
# Target sequence (P51452 whole entry, looked up): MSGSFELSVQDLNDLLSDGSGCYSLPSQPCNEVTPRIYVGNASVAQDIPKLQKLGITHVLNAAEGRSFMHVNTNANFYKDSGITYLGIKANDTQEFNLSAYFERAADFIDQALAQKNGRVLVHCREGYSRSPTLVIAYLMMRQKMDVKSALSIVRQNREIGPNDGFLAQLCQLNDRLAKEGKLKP
# Active calls of the source: *; i = inactive; . = no result given; & = joins results of further samples. Unless noted, no stated cut-off is given here; in the data, active means inhibition above about 30%; inconclusive means no clear call, values can overlap the other calls; inactive means below that. Some of the compounds tested, so the mix of outcomes need not match the whole.
(1) CC(C)(C)NC(=O)C(c1cccs1)N(C(=O)c1csnn1)c1ccccc1F (stereo not given)
(2) Cc1ccnc(NS(=O)(=O)c2ccc(NC(=O)CCS(=O)(=O)c3ccccc3)cc2)n1
(3) N#CCCn1cnc2ccccc21
(4) Nc1ncnc(Nc2ccc(F)cc2)n1
(5) Cc1ccccc1C(=O)OCc1cnc(Cl)s1
(6) CCCS(=O)(=O)NC(=O)C1(C)CCCN(C(=O)c2c(OC)cccc2OC)C1 (stereo not given)
(7) COc1ccc(N2CCN(S(=O)(=O)c3cn(C)c(=O)n(C)c3=O)CC2)cc1
(8) CN(C)N=Nc1nc2c([nH]1)c(=O)n(C)c(=O)n2C
(9) O=C1OCCN/C1=C\C(=O)c1ccccc1
(10) O=C(NCCS(=O)(=O)N1CCN(c2ccc(F)cc2)CC1)c1ccc(Br)o1

compound no.	1	2	3	4	5	6	7	8	9	10
PfHsp40 yeast	-0.9	0.3	0.1	9.8	-0.9	.	0.2	0.2	-0.9	2.2
Yp Topo-I inh	-4.7	0.5	0.2	0.2	3.4	-0.5	-7.7	-13.9	-0.3	-3.8
TcdB GH inh	1.1	0.4	.	.	-2.2	0.5	0.3	5.3	1.6	2.4
PriA SSB inh	5.8	-2.0&-10.1	-15.3	-10.1	-46.1	.	-6.8	-7.1	.	-11.8
BoNT A protease	-0.6	-0.1	0.1	0.3	0.0	-0.5	-0.5	-2.6	2.3	0.9
CCHF vOTU inh	-14.2	-16.9	2.1	-20.1	-7.2	-0.7	1.6	0.1	5.7	12.4
BH1578 lux ind	-0.3	i	1.0	0.2	-1.4	0.6	-0.3	-0.6	i	-0.2
Anthrax LF inh2	-1.4	0.6	-2.7	-0.8	-2.4	-4.1	3.9	-4.2	-11.8	0.6
3CLpro inhibitor	-1.6	-1.7	-3.4	0.9	6.4	.	3.1	2.8	-3.9	-3.8
VHR inh abs	-7.7	10.2	-0.6	5.4	13.6	.	12.7	-3.2	36.0	-20.1

# Continued (three carried over from the part before).
(8) CN(C)N=Nc1nc2c([nH]1)c(=O)n(C)c(=O)n2C
(9) O=C1OCCN/C1=C\C(=O)c1ccccc1
(10) O=C(NCCS(=O)(=O)N1CCN(c2ccc(F)cc2)CC1)c1ccc(Br)o1
(11) CC1CCCCN1S(=O)(=O)c1ccc(C(=O)Nc2ccccc2-c2nc3ccccc3[nH]2)cc1 (stereo not given)
(12) CN(C(=O)c1cccc(NC(=O)Cc2ccc(NC(=O)C3CCCN(S(=O)(=O)c4cccc([N+](=O)[O-])c4)C3)cc2)c1)C1CCCCC1 (stereo not given)
(13) CSc1nc(O)c(C(c2ccccc2Cl)c2c(O)nc(SC)[nH]c2=O)c(=O)[nH]1
(14) CCN1c2nc3c(C)cccn3c(=O)c2CC2(C(=O)N(C)C(=O)N(C)C2=O)C1C (stereo not given)
(15) Cc1ccc(-n2ncc3ccccc3c2=O)cc1Cl
(16) CCOC(=O)C1C(=O)C(=O)N(Cc2ccccc2)C1C(=O)OCC (stereo not given)
(17) CN(CC(=O)Nc1ccc(F)cc1)CC(=O)NC1CCCCC1
(18) Cc1nnc2ccc(-c3ccc(NS(=O)(=O)c4ccccc4)cc3)nn12
(19) COCCNc1nnc(SCC(=O)Nc2cc(-c3ccccc3)nn2-c2ccccc2)s1
(20) CCCCC(=O)N/N=C/c1ccc(N2CCOCC2)c([N+](=O)[O-])c1

compound no.	8	9	10	11	12	13	14	15	16	17	18	19	20
PfHsp40 yeast	0.2	-0.9	2.2	0.9	-0.5	0.0	-0.6	-0.5	-0.6	1.3	0.3	-0.1	0.1
Yp Topo-I inh	-13.9	-0.3	-3.8	0.3	19.9	-3.5	3.9	-0.6	1.5	4.5	3.5	12.1	0.5
TcdB GH inh	5.3	1.6	2.4	1.6	0.4	-1.2	.	5.1	2.9	0.5	0.8	.	.
PriA SSB inh	-7.1	.	-11.8	-17.9	4.2	-15.8	1.2	0.0	-17.8	-7.0	-3.5	2.1	.
BoNT A protease	-2.6	2.3	0.9	2.0	-0.3	0.9	0.3	-1.0	-0.2	2.1	-2.5	0.6	-0.4
CCHF vOTU inh	0.1	5.7	12.4	-8.9	4.3	5.9	-1.8	-11.1	5.7	-3.3	2.9	-17.2	5.5
BH1578 lux ind	-0.6	i	-0.2	-0.1	1.1	-0.5	-0.3	-0.2	i	-1.0	i	-0.2	-0.2
Anthrax LF inh2	-4.2	-11.8	0.6	-1.6	-3.5	-12.3	-0.2	-7.5	10.9	-2.7	4.2	1.4	-1.0
3CLpro inhibitor	2.8	-3.9	-3.8	-7.0	.	.	-1.2	0.7	.	.	.	-1.6	0.6
VHR inh abs	-3.2	36.0	-20.1	22.7	.	.	-9.6	21.9	.	.	.	12.7	-17.2

(21) CC(=O)NCCNc1ccc([N+](=O)[O-])cc1C#N
(22) Cn1c(CC(=O)Nc2ccccc2F)nnc1SCC(=O)N1CCOCC1
(23) CC(C)Oc1ccc(S(=O)(=O)N2CCOCC2)cc1NC(=O)c1cccc(S(=O)(=O)N2CCCC2)c1
(24) OC1CCN(Cc2ccc3ccccc3c2)CC1
(25) CN(C(=O)Oc1ccc(Cl)c2cccnc12)c1ccccc1
(26) O=C(NC1CCCC1)C1CC(=O)N(C2CCCCCCC2)C1 (stereo not given)
(27) Oc1ccc(C2Nc3cccc4cccc(c34)N2)c(O)c1
(28) O=C(CCS(=O)(=O)c1ccc(Br)cc1)NC1CCCCCC1
(29) CCOC(=O)c1c(-c2ccc(OC)cc2)csc1NC(=O)CNCc1ccco1
(30) O=C(Cn1cncn1)NCc1cccc(OC(F)F)c1

compound no.	21	22	23	24	25	26	27	28	29	30
PfHsp40 yeast	-1.7	4.0	0.2	-0.8	0.4	18.6	0.8	-1.8	-0.2	0.7
Yp Topo-I inh	-6.9	2.5	-0.1	-2.6	12.2	-7.0	-55.6	9.9	29.4	-2.9
TcdB GH inh	2.0	0.0	1.4	1.9	.	1.6	.	-0.4	2.3	1.0
PriA SSB inh	-9.3	-9.9	-3.4	0.2	-8.8	-19.1	7.9	-11.7	3.0&-3.0	-4.2
BoNT A protease	-1.1	0.1	-0.2	-1.1	0.7	-0.1	-1.2	0.5	-3.2	-0.5
CCHF vOTU inh	6.0	-0.1	1.4	-3.7	-2.0	-15.3	18.3	11.1	.	-8.8
BH1578 lux ind	-0.5	i	i	-0.1	-0.8	-0.4	-0.9	-1.2	i	-0.3
Anthrax LF inh2	-5.7	2.7	-4.8	3.5	4.3	-3.4	-7.0	-2.0	-6.7	0.3
3CLpro inhibitor	2.5	1.7	.	-2.8	-0.2	-0.5	-2.0	-2.1	1.9	-5.0
VHR inh abs	40.5	20.2	.	1.0	-5.7	22.8	23.7	5.3	11.7	20.2

# Looked up above.
# no. 25 in 3CLpro inhibitor reads -0.2
# no. 30 in BH1578 lux ind reads -0.3
# no. 26 in PriA SSB inh reads -19.1

# (further entries)
(31) S=c1[nH]nc(-c2ccc(Cl)cc2Cl)n1Cc1ccccc1
(32) CCN(CC)CCN(C(=O)C1=COCCO1)c1nc2ccc(C)cc2s1
(33) CCCCOc1ccc(C(=O)NCC(=O)NCCOc2ccccc2OC)cc1
(34) Cc1ccc(N(CC(=O)NC(C)C)C(=O)CCC(=O)Nc2ccccn2)c(C)c1
(35) CCN(Cc1ccncc1)C(=O)c1cc(COc2ccc(OC)cc2Cl)on1
(36) c1ccc2c(c1)CCN(c1nc3cc4c(cc3s1)OCCO4)C2
(37) COc1ccc(C(=O)N2CCc3cc(OC)c(OC)cc3C2c2ccc(OC)c(OC)c2)cc1OC (stereo not given)
(38) CS(=O)(=O)N1CCCCC1c1cc(C(=O)NCc2ccc(Cl)c(Cl)c2)no1 (stereo not given)
(39) O=C1C=CC(=O)N1c1ccc(Nc2ccccc2)cc1
(40) Cc1cccc2sc(NC(=O)CSc3cn[nH]n3)nc12

compound no.	31	32	33	34	35	36	37	38	39	40
PfHsp40 yeast	-0.8	1.1	-0.6	.	0.1	1.5	-0.4	.	235.8*	-2.2
Yp Topo-I inh	-4.0	7.4	17.5	1.2	28.4	3.7	6.6	31.8	-3.0	2.6
TcdB GH inh	0.1	3.9	0.3	0.5	2.0	.	0.0	-0.1	1.2	-0.8
PriA SSB inh	-1.5	0.1	4.7	.	-4.5	9.0&13.7	11.9	.	-5.9	0.0
BoNT A protease	0.5	-3.0	-0.2	-0.2	3.2	0.4	-2.1	0.0	-0.1	0.4
CCHF vOTU inh	-0.1	-3.2	-0.4	13.9	-5.4	20.0	-3.5	-2.3	41.1*	-4.3
BH1578 lux ind	-0.1	i	-0.6	i	-0.4	8.3	-8.3	-3.7	-5.7	-4.8
Anthrax LF inh2	-1.1	-1.9	-3.6	-4.4	3.9	-2.7	-14.1	-5.1	-7.2	-6.1
3CLpro inhibitor	-0.9	1.0	.	.	-2.2	4.1	1.3	.	.	-3.6
VHR inh abs	-0.9	1.8	.	.	12.5	-15.7	-3.3	.	.	33.1

(41) COc1cc2c(cc1OC)C(c1ccccc1N)=NCC2
(42) CCN(CC)C(=O)C1CC(=O)OC12CCCCC2 (stereo not given)
(43) O=C1NNC(=O)C1c1ccccc1
(44) Cc1ccc(C)c(N2CCN(C(=O)CCS(=O)(=O)c3ccc4c(c3)NC(=O)CO4)CC2)c1
(45) CSCC(C)N1CCC(n2nccc2NC(=O)CCCc2ccccc2)CC1 (stereo not given)
(46) O=C(CSc1nc2ccc(Cl)cc2[nH]1)NCCc1ccc(Cl)cc1
(47) COc1ccc(-n2c(SCC(=O)Nc3ccc4c(c3)OCO4)nc3c(c2=O)SCC3)cc1
(48) CC1(C)CC(c2nc(-c3ccc(Cl)cc3)cs2)CCS1 (stereo not given)
(49) NC(=O)C1CCN(C(=O)CCSc2ccc(Cl)cc2)CC1
(50) COc1ccc(C(=O)N/C(=C\c2cn(C)c3ccccc23)C(=O)N2CCN(C)CC2)cc1
(51) CC(=O)Oc1ccc2ccccc2c1C(NC(=O)Cc1ccccc1)c1ccccc1Cl (stereo not given)

compound no.	41	42	43	44	45	46	47	48	49	50	51
PfHsp40 yeast	-0.6	-0.8	0.2	1.3	-0.3	-1.9	1.7	-0.3	0.5	-0.3	0.4
Yp Topo-I inh	3.3	-2.8	-6.6	38.2	0.7	-0.7	32.1	0.3	3.3	4.7	4.6
TcdB GH inh	1.0	.	0.2	3.0	-0.3	2.1	-0.2	.	2.5	0.4	.
PriA SSB inh	-0.2	-18.0	-7.9	-11.9	-9.2	-3.8	0.5	-45.3	-11.6	0.8	-7.5
BoNT A protease	.	0.3	1.5	0.9	-3.8	1.3	0.1	-0.2	0.2	-1.7	-1.3
CCHF vOTU inh	-0.9	-8.0	-5.9	-3.3	14.9	-4.6	3.3	12.9	4.3	20.8	-11.0
BH1578 lux ind	-0.4	-0.4	-2.1	-0.4	-0.2	-3.8	-0.3	-1.2	1.6	-0.2	i
Anthrax LF inh2	.	-1.4	-2.1	-2.3	-1.4	-2.3	-0.1	-2.6	-1.2	-0.3	-5.8
3CLpro inhibitor	-3.9	-1.2	2.0	-0.4	-1.6	2.6	0.9	1.5	-0.1	-4.0	-1.6
VHR inh abs	-6.8	-4.6	20.6	-7.2	-25.6	-1.8	-3.7	2.7	2.0	1.8	24.9

# High-throughput results as filed in PubChem BioAssay.
